# Screening results (PubChem BioAssay)
# HTRA1 inhibitor – blocks human HTRA1 serine peptidase; 340,000 compounds, 0.5% hits; inhibition, % at 5.96 µM; Q92743; recombinant HTRA1, FP-rhodamine activity-based probe, fluorescence polarization; AID 504803; in the data active = inhibition above about 36%;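 note: 0% = enzyme with DMSO and 100% = wells lacking enzyme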
# TDP2 inh – TDP2 (human) inhibition, absorbance primary screen; O95551; recombinant TDP2, T5PNP hydrolysis, p-nitrophenol absorbance 415 nm; inhibition, % at 12.8 µM; 370,000 compounds, 0.34% hits; AID 720702;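 active = inhibition above the mean of all tested compounds plus 3 SD, set per campaign, cut at about 25% in these data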;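 note: 0% = DMSO with enzyme and 100% = buffer with substrate but no TDP2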
#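 Assay system: Recombinant human TDP2 | Quantity: 120 nM TDP2 per well | Incubation: 2 h at 37 °C | Signal: Epi absorbance | Evaluation: Percent inhibition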
# PRMT1 inh – blocks human protein arginine methyltransferase 1. Q99873. inhibition, % at 2.79 µM. 370,000 compounds, 1.3% hits. AID 652257. recombinant PRMT1, activity-based probe fluorescence polarization;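 active = inhibition above about 21% made by adding two undisclosed values, limit read from the data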
# UHRF1 MBD2 ctr – blocks human UHRF1 binding to methylated DNA; UHRF1 binding to methylated oligo, TR-FRET; inhibition, % at 4.4 µM; Q96T88; 370,000 compounds, 0.75% hits; in the data active = inhibition above about 21%;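 note: UHRF1 SRA domain binding a hemimethylated CpG hairpin DNA probe; 0% = median of test compound wells and 100% = reference inhibitor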
# PG9 binder – small molecules binding HIV-1 gp120 antibody PG9. TR-FRET gp120-PG9 antibody binding. AID 624416. 360,000 compounds, 0.43% hits. inhibition, % at 6.7 µM; in the data active = inhibition above about 8.5%
# TCR-CD3 inh – inhibitors of human TCR-CD3 interaction | 360,000 compounds, 0.37% hits | TAMRA-labeled TCR probe fluorescence, biochemical | inhibition, % at 9.4 µM; in the data active = inhibition above about 19%;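 note: recombinant mutant TCR 2C K166C tagged with TAMRA read by polarization; 0% = receptor in buffer alone and 100% = receptor with positive control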
# LEDGF integ inh – blocks HIV-1 LEDGF/p75-dependent DNA integration; TR-FRET IN-LEDGF/p75 DNA integration, Eu/Cy5; inhibition, % at 3.7 µM; 370,000 compounds, 0.64% hits;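 active = inhibition above the screen-wide mean plus 3 SD, cut at about 13% in these data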;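 note: signal is the Cy5 over europium emission ratio at 671 and 618 nm; 0% = plate median of compound wells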
# DDE Tn7 FP inh – inhibitors of Tn7 peptide binding to human fibrin DD(E). FP displacement of FITC-Tn7 peptide from fibrin DD(E); 0% = median of compound wells per plate. AID 720508. 370,000 compounds, 0.13% hits. inhibition, % at 8.3 µM;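 active = inhibition above the mean of compounds falling within the control limits plus 3 SD of them, cut at about 14% in these data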;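 note: 0% = plate median of compound wells and 100% = 10 µM Aha-Tn7 peptide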
#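 assay system = human clot-derived fibrin DD(E) complex | quantity = Fibrin-DD(E) at 2 µM final | timing = 10 min preincubation, 3 h with tracer, room temperature | signal = fluorescence polarization | measure = percent inhibition | benchmarks = high control wells with 10 µM unlabelled Aha-Tn7 peptide (full inhibition) | replicates = singlicate testing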
# mABHD4 FP – inhibitors of mouse ABHD4; Q8VD66; purified mABHD4, FP-Rh probe fluorescence polarization; inhibition, % at 8.92 µM; 370,000 compounds, 0.54% hits;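 active = inhibition exceeding the mean over every tested compound plus 3 SD, cut at about 30% in these data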;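 note: 0% = plate median of compound wells and 100% = S159A mutant with DMSO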
# Target sequence (Q8VD66 whole entry, looked up): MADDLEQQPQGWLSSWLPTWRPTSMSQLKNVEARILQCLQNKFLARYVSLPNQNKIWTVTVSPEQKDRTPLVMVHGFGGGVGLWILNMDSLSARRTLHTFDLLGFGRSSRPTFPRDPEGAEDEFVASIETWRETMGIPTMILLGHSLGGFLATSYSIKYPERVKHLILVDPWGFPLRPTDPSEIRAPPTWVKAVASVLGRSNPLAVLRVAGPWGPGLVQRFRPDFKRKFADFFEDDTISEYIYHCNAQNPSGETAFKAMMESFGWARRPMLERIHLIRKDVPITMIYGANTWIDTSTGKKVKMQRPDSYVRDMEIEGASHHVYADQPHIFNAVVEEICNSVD
#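 Test system: mABHD4 protein; Read-out basis: % inhibition; Incubation: 45 min + 60 min at 25 °C; Repeats: single replicate; Technique: fluorescence polarization with parallel and perpendicular emission, 525/598 nm; Compound: 8.92 µM, single dose; Benchmarks: full inhibition S159A mutant plus DMSO, zero as sample-well median.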
# SIAE inh – blocks human sialic acid acetylesterase; 370,000 compounds, 0.69% hits; Q9HAT2; inhibition, % at 9.66 µM; SIAE FP-Rh probe binding, fluorescence polarization;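 active = inhibition above a cutoff: mean of compounds within the control limits plus 3 SD of those, cut at about 17% in these data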;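 note: 0% = plate median of compound wells and 100% = probe without SIAE protein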
# Target sequence (Q9HAT2 whole entry, looked up): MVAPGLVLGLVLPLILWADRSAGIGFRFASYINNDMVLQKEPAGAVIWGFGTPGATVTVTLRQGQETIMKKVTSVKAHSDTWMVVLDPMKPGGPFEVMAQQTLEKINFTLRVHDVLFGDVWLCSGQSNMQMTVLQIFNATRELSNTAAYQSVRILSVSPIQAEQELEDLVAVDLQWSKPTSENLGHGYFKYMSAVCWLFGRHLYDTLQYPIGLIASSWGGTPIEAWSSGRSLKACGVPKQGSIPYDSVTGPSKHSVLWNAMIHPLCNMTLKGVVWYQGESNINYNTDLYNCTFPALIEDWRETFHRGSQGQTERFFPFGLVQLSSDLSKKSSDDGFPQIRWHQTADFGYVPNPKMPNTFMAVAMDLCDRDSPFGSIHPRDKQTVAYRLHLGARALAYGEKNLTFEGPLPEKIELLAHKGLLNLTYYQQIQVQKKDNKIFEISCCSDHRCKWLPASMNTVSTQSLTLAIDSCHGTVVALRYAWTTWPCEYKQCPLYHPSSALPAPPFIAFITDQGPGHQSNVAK
# Numbers without * were called inactive; x = no result given.
compound	TCR-CD3 inh	UHRF1 MBD2 ctr	PRMT1 inh	PG9 binder	SIAE inh	TDP2 inh	mABHD4 FP	HTRA1 inhibitor	DDE Tn7 FP inh	LEDGF integ inh
Cn1cccc1CNC(=S)Nc1ccccc1Cl	-7	2	-4	-0.6	0	-18	-3	1	-4	0
C[C@@H]1CN([C@H](C)CO)C(=O)CCCn2cc(nn2)CO[C@H]1CN(C)C(=O)C1CCCCC1	-4	2	-3	0.9	4	-5	-10	x	2	3
CC(CCc1ccccc1)NC(=O)c1cccnc1 (centres undefined)	1	-1	0	-1.1	-3	-3	1	-2	2	-5
Fc1ccc(/C=N/NC(=S)Nc2cccnc2)cc1	-10	4	2	-1.0	-4	-5	3	-14	6	3
COc1ccc(C2CC(c3cccs3)=NN2C(=O)c2ccco2)cc1OC (centres undefined)	-2	0	7	2.1	-11	-13	-5	x	0	6
COc1cccc(OC)c1C(=O)Nc1c(C(=O)N2CCN(C)CC2)oc2ccccc12	5	-1	-3	-0.5	4	-17	0	5	6	-3
COc1cc2cc(C(=O)O)[nH]c2c(OC)c1OC	-3	-2	2	-2.1	0	4	10	2	-6	0
N#Cc1ccc(Cn2ccc3ccc(-c4ccc5ccn(Cc6ccc(C#N)cc6)c5c4)cc32)cc1	x	-4	-2	x	-1	-7	6	x	-5	3
Cc1ccc(CSc2ncnc3c2cnn3-c2ccc(C)cc2)cc1	-2	-2	0	0.4	-10	16	5	3	-3	1
Cc1cccc(C)c1OCC(=O)NCc1nnc(SCC(=O)NC2CCCCC2)n1C	4	-1	0	1.8	3	10	11	3	3	-1
Cc1ccc(S(=O)(=O)N2CCCC(C(=O)Nc3c(C)n(C)n(-c4ccccc4)c3=O)C2)cc1C (centres undefined)	x	1	-5	x	4	7	-5	x	3	3
CCCCn1c(N)c(N(CC(C)C)C(=O)COC(=O)Cc2c(C)nc3ccccc3c2C)c(=O)[nH]c1=O	4	-2	0	-1.6	-3	-8	7	3	-11	0
O=C(Cc1ccccc1)Nc1ccc(NC(=O)c2ccccc2)c(Cl)c1	-4	-3	-3	-0.9	-7	3	-5	-36	7	-4
COc1cc(CC(=O)OCC(=O)Nc2ncc(Cl)cc2Cl)cc(OC)c1OC	-1	-1	3	-0.7	6	-15	7	7	3	-3
CN(Cc1ccccc1)S(=O)(=O)c1cccc(C(=O)OCC2CCCCC2)c1	x	2	3	x	4	-4	-6	x	-3	0
CC(C)C1C(=O)N(Cc2cn(CC3CCCCC3)nn2)CCS(=O)(=O)N1Cc1ccc(-c2ccc(F)cc2)cc1 (centres undefined)	-1	4	4	0.4	-4	-11	-19	-44	3	-3
COCCNC(=O)[C@@]1(Cc2ccccc2)C=C[C@@H](C)N1C(C)=O	2	0	-2	3.0	13	10	7	0	-1	-4
CCCCOc1ccc(C(=O)Nc2ccc(SC(F)F)cc2)cc1OC	8	1	0	-2.7	-3	8	-1	-12	-1	-1
O=C(c1ccc2c(c1)OCCO2)C1CCN(S(=O)(=O)c2ccc(F)cc2)CC1	2	1	2	0.4	2	-3	-4	-16	-2	3
CC(Sc1ncnc2sc(-c3ccccc3)cc12)C(=O)NCC1CCCO1 (centres undefined)	-3	-4	-2	-2.6	2	5	-16	-21	2	3
Cc1ccc(C2=NN(S(C)(=O)=O)C(c3ccc4nccnc4c3)C2)cc1 (centres undefined)	2	1	0	0.7	-5	0	1	9	-7	1
CCOC(=O)C1CN(S(=O)(=O)c2ccc(OC)cc2)c2cc(S(=O)(=O)CC)ccc2O1 (centres undefined)	0	2	0	-1.3	3	4	-1	6	-7	2
CC1CCN(S(=O)(=O)c2ccc3c(c2)N(CC(=O)N(C)Cc2ccco2)C(=O)CO3)CC1	1	10	-1	-1.6	-3	-1	-2	1	-5	0
COc1ccccc1OCCn1cc(C(=O)c2ccco2)c2ccccc21	4	3	1	1.9	-1	3	-10	-37	2	0
COc1cccc(-c2nnc(NC(=O)c3ccc(Cl)s3)o2)c1	-2	-1	-5	-1.5	7	-7	-9	12	-10	4
Cn1ccc2c(-c3cccnc3)cc3c(c21)C1CCC3O1 (centres undefined)	-7	1	3	-1.3	-1	2	3	x	5	-7
O=C(Nc1ccc(Cl)cn1)C1COc2ccccc2O1 (centres undefined)	-1	0	0	0.3	3	4	1	-13	-1	0
O=C(COC(=O)c1cc(Br)ccc1O)NCC1CCCO1 (centres undefined)	-8	4	5	1.7	7	-4	-7	3	1	1
Cc1ccc(NC(=O)c2ccc3c(SCC(=O)O)c4c(nc3c2)CCCC4)c(Br)c1	8	1	-1	0.4	-1	2	-2	-5	0	1
CCC(C(=O)NCc1ccccc1)n1c(Cc2cc(F)cc(F)c2)nc2ccccc21 (centres undefined)	2	-1	-3	-1.0	3	-6	-1	x	-4	-1
O=C(Cc1n[nH]c(=O)c2ccccc12)Nc1cccc(S(=O)(=O)N2CCCCCC2)c1	-3	1	0	-0.8	-6	-14	-8	-7	0	1
CSc1cccc(NC(N)=O)c1	1	-1	-2	-0.1	-3	0	-1	x	-5	3
CC(C)(C)c1ccc(C(=O)NNC(=O)CCC(=O)Nc2ccccc2)cc1	0	0	0	-1.4	4	-2	-7	4	1	4
CCNc1nc(NCC)nc(SCCOC(=O)Nc2ccccc2)n1	5	-3	-1	0.6	-1	1	-9	-24	-1	5
O=C(c1cc(-c2ccccc2Cl)on1)N1CCN(C(=O)c2ccco2)CC1	1	-2	-2	2.4	7	4	-1	0	-1	2
O=C(Nc1ccc(Cc2ccncc2)cc1)c1ccc(S(=O)(=O)N2CCOCC2)cc1	1	-2	-1	0.3	-1	7	2	2	3	-1
O=C(NNC(=O)c1cccc(S(=O)(=O)Nc2ccccc2F)c1)c1ccncc1	6	0	-1	4.2	6	1	-5	6	-5	-3
CC(=O)Nc1cc(C(=O)OCc2cccc([N+](=O)[O-])c2)ccc1C	1	1	0	-2.0	-4	6	5	-6	-8	1
O=C(NCC(=O)N1CCN(S(=O)(=O)c2ccccc2)CC1)c1ccc2ccccc2c1	-3	5	8	0.6	-8	-5	-7	-7	0	-1
CCN(CC)C(=O)OCCc1cc2ccccc2c(=O)o1	-6	5	2	0.5	9	-1	1	-3	-4	0
Cc1c(O)c(C)c2c(c1O)C(=O)C[C@@H](c1ccccc1)O2	3	-1	-1	-2.3	-1	-1	-13	-13	-5	-1
COc1ccc(-c2ocnc2C(=O)Nc2ccc3c(c2)CCC3)cc1	7	0	-1	5.0	0	16	-5	-9	-3	3
Cc1cc(CN2CCN(c3ncc(Cc4ccccc4)cn3)CC2)cc(C)c1O	-5	-1	2	0.5	6	3	-4	x	8	1
CN(CC(=O)NC1CCCCCC1)S(=O)(=O)c1ccc(Br)cc1	-5	3	6	-0.3	-3	-6	1	-5	2	-6
O=C(NC(=S)Nc1ccc(Cc2ccncc2)cc1)c1ccc(F)cc1	4	-2	-2	0.8	-2	-4	-6	-14	3	0
COC(=O)c1c(NC(=O)CSc2ncnc3[nH]ncc23)sc2c1CCC2	-8	-2	3	1.6	-25	-5	9	7	-7	-3
COc1cccc(CN2CCN(Cc3cccn3-c3cccnc3)CC2CCO)c1 (centres undefined)	0	-2	-2	1.9	-4	15	-2	3	6	3
CCN(C(C)=O)c1ccc(Oc2nc(OC)cc(OC)n2)cc1	-13	3	-3	-2.5	4	-26	-4	4	-4	5
Cc1cc(SCc2ccccc2)nc(=O)[nH]1	-5	1	-2	-0.6	2	-6	-1	1	0	-2
COc1cc(C(=O)Nc2cc(Cl)ccc2C)c(-n2cnnn2)cc1OC	7	2	2	-1.9	0	-7	6	2	-9	2

# Following part:
compound	TCR-CD3 inh	UHRF1 MBD2 ctr	PRMT1 inh	PG9 binder	SIAE inh	TDP2 inh	mABHD4 FP	HTRA1 inhibitor	DDE Tn7 FP inh	LEDGF integ inh
CCOC(=O)[C@]12CCCC=C1N(Cc1ccc(OC)cc1)C(=O)[C@@H]2CC(=O)NCc1ccc(C)o1	x	-1	-6	x	1	-12	4	x	-7	2
CC(=O)OCc1cc(-c2nn(C)c(=O)c3ccccc23)ccc1C	10	2	-1	-0.5	2	-1	0	-4	-14	4
CCc1cc(C(=O)OC)c(NC(=O)CC2Nc3cc(C)c(C)cc3NC2=O)s1 (centres undefined)	5	-1	-2	-1.8	-9	9	-6	-11	2	-3
C=CCn1c2ccccc2c2nnc(SCCCn3c(=O)[nH]c4ccccc43)nc21	-2	7	10	0.1	-11	-19	-26	-84	-3	2

# Among those listed so far, these have an aryl thioether with sulfur outside any ring:
compound	TCR-CD3 inh	UHRF1 MBD2 ctr	PRMT1 inh	PG9 binder	SIAE inh	TDP2 inh	mABHD4 FP	HTRA1 inhibitor	DDE Tn7 FP inh	LEDGF integ inh
Cc1ccc(CSc2ncnc3c2cnn3-c2ccc(C)cc2)cc1	-2	-2	0	0.4	-10	16	5	3	-3	1
Cc1cccc(C)c1OCC(=O)NCc1nnc(SCC(=O)NC2CCCCC2)n1C	4	-1	0	1.8	3	10	11	3	3	-1
CCCCOc1ccc(C(=O)Nc2ccc(SC(F)F)cc2)cc1OC	8	1	0	-2.7	-3	8	-1	-12	-1	-1
CC(Sc1ncnc2sc(-c3ccccc3)cc12)C(=O)NCC1CCCO1 (centres undefined)	-3	-4	-2	-2.6	2	5	-16	-21	2	3
Cc1ccc(NC(=O)c2ccc3c(SCC(=O)O)c4c(nc3c2)CCCC4)c(Br)c1	8	1	-1	0.4	-1	2	-2	-5	0	1
CSc1cccc(NC(N)=O)c1	1	-1	-2	-0.1	-3	0	-1	x	-5	3
CCNc1nc(NCC)nc(SCCOC(=O)Nc2ccccc2)n1	5	-3	-1	0.6	-1	1	-9	-24	-1	5
COC(=O)c1c(NC(=O)CSc2ncnc3[nH]ncc23)sc2c1CCC2	-8	-2	3	1.6	-25	-5	9	7	-7	-3
Cc1cc(SCc2ccccc2)nc(=O)[nH]1	-5	1	-2	-0.6	2	-6	-1	1	0	-2
C=CCn1c2ccccc2c2nnc(SCCCn3c(=O)[nH]c4ccccc43)nc21	-2	7	10	0.1	-11	-19	-26	-84	-3	2
